S1P3 antag – blocks the human S1P3 receptor; inhibition, % at 4.98 µM; Q99500; AID 485; CHO S1P3 NFAT-BLA reporter, FRET fluorescence, antagonist mode; 0.27% of 170,000 active;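 active = inhibition above the plate cutoff, the mean inhibition of test wells on that plate plus 3 SD, cut at about 28% in these data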;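 also: cells challenged with S1P at its EC80 of 0.8 µM; blue over green emission ratio from cleaved BLA substrate after 4 h stimulation; 0% = S1P-stimulated wells and 100% = unstimulated DMSO-only wells; some compounds past the cut are filed as inactive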
Target sequence (Q99500 whole entry, looked up): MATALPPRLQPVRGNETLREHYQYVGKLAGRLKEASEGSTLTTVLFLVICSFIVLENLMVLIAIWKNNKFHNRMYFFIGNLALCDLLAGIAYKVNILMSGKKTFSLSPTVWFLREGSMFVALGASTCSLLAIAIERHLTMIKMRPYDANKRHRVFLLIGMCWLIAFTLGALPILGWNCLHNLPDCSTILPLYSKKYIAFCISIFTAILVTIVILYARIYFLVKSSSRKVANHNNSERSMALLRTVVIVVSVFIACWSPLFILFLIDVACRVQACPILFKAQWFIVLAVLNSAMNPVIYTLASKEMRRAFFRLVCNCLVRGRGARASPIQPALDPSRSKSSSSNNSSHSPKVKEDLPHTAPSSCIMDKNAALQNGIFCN
* = called active by the depositor; & = joins results of further samples.

Molecule	S1P3 antag
N=C1c2ccccc2CN1c1ccc(N2CCOCC2)c(S(=O)(=O)Nc2ccc(Cl)cc2)c1	-1
Nc1cc(N)nc(CS)n1	-3
COc1ccc(OCC(O)CNC(=O)Nc2cccc3ccccc23)cc1 (stereo unspecified)	-3
COc1cccc(Cl)c1NC(=O)N1CCc2c([nH]c3ccccc23)C1C(F)(F)F (stereo unspecified)	3
O=C(Nc1ccc(-c2nc3cccnc3s2)cc1)c1ccc(Cl)nc1	14
COc1ccc(/C=N/Nc2nnc(Cc3ccccc3)c(=O)[nH]2)cc1OC	5
CC(=O)NC(CC(=O)O)c1ccccc1 (stereo unspecified)	-3
COc1ccc(/C(C#N)=C/c2ccccn2)cc1	2
C/C(=N/NC(=O)c1cccs1)c1cccs1	6
COc1ccc(OC)c(S(=O)(=O)N2CCNCC2)c1	-5
Cc1cc(C)n2c(SCC(=O)NCc3ccc4c(c3)OCO4)nnc2n1	9
O=C(Nc1ccccc1)N(C1=NCCC1)c1ccccc1	2

The list continues:
Molecule	S1P3 antag
CCCn1c(=O)c(Br)cn(-c2ccccc2C)c1=O	5
Cc1ccc(/C=N\NC(=O)C2CC(=O)N(c3ccccc3)C2)o1 (stereo unspecified)	-4
CSc1c(-c2ccccn2)c(N)nn1C(=O)C1CCC1	-7
Cc1ccc(O)c(C(=O)c2cnn(C(=O)COc3ccccc3C#N)c2)c1	-3
CC1CC2C3CCC4=CC(=O)C=CC4(C)C3(F)C(O)CC2(C)C1(O)C(=O)CO (stereo unspecified)	-2
O=C(Nc1ccc2c(c1)OCO2)c1ccc(=O)[nH]n1	-7
CC(=O)Nc1ccc(S(=O)(=O)N(CC(=O)Nc2cc(C)on2)Cc2ccc(F)cc2)cc1	2
Cc1ccc(C(=O)OCC(=O)Nc2c(Cl)cc(S(N)(=O)=O)cc2Cl)o1	-17
N#C/C(C(N)=O)=C1/SC(Cc2ccc(F)cc2)C(=O)N1c1ccccc1 (stereo unspecified)	-14
CC1(C)Cc2nc3sc4c(SCC(=O)O)ncnc4c3cc2CO1	4
N/C(=N\c1nc2ccccc2o1)NC(=O)/C=C/c1ccccc1	-6
COc1ccc(/C=C/C(=O)O)cc1Cl	-2

(cont.)
Molecule	S1P3 antag
FC(F)Sc1nc2ccccc2[nH]1	6
Cc1ccc(/C=N/NC(=O)c2ccc3c(c2)OCCO3)s1	-4
Cc1cc(-n2cnc(-c3cn(C)nc3C)n2)no1	4
O=C(NCc1cccnc1)c1cc(-c2ccc(Cl)cc2)oc1C(F)(F)F	12
CCN(CC)C(=O)Oc1nnc(SC(C)C)n1-c1ccc(Cl)cc1	1
CCN1C(=O)c2cccc3c(S(=O)(=O)NCC4CCCO4)ccc1c23 (stereo unspecified)	-23
COc1ccc(-c2c(C(F)(F)F)nn(C)c2NC(=O)c2ccco2)cc1	-6
Cn1ncc(C(=O)N=S(C)(=O)c2ccccc2)c1[N+](=O)[O-] (stereo unspecified)	-4
COc1ccccc1/C=C/C=C1\Oc2c(ccc(O)c2CN(C)C)C1=O	19
CC(C(=O)Nc1ccc2c(c1)OCO2)N1CCN(C)CC1 (stereo unspecified)	-7
COc1ccccc1CNCC(=O)Nc1ccc(C(F)(F)F)cc1	-7
CCN(CC)c1ccc(/C=N/NC(=O)c2ccc3nc[nH]c3c2)c(O)c1	20

The list continues.
Molecule	S1P3 antag
COc1nc(C)ccc1-c1noc(-c2cccs2)n1	1
Oc1cc(-n2cccn2)c(O)cc1-n1cccn1	-10
CCCCNCC1CCCO1 (stereo unspecified)	4
COc1ccc(C(=O)NCc2ccc3c(c2)CCO3)cc1	9
Cc1cc(C)n(-c2ncc3c(n2)N(CCO)CCOC3=O)n1	4
COc1ccc2[nH]c(=O)c(CN(Cc3cccs3)C(=S)NCC3CCCO3)cc2c1 (stereo unspecified)	-4
Oc1ccc(Cc2ccc(Cl)cc2)c(O)c1	-4
Oc1ccc2oc3c(c2c1C=NCc1ccncc1)CCCC3	-7
O=c1[nH]c(CSc2ncnc3sccc23)nc2ccccc12	-4
COc1cc(/C=C(/C#N)C(=O)c2c(C)[nH]c3ccccc23)ccc1OCC#N	30*
O=C(N/N=C/c1ccc[nH]1)c1ccccc1OCc1ccc(F)cc1	13
CCc1ccc(NC(=S)NCc2cccnc2)cc1	5

The listing continues.
Molecule	S1P3 antag
CCOc1cc(-c2nc3ccccc3s2)ccc1O	-9
C/C(=N\O)C(C)(C)Nc1ccc(F)cc1	0
CCn1c(-c2cc(-c3ccccc3)sc2N)n[nH]c1=S	-10
Cc1ccc(Cc2cc(C)n[nH]c2=O)cc1	13
O=C(O)c1cc2n(n1)C(C(F)(F)F)CC(C1CC1)N2 (stereo unspecified)	-10
CCOCCN(C(=O)c1ccccc1Cl)c1ccccc1	5
CCCn1c(C)nc2c(c1=O)c1nc3ccccc3nc1n2-c1ccc2c(c1)OCCO2	-5
COC(=O)c1c(C)nc(C)c(C(=O)OC)c1-c1ccsc1	0
CC(=O)Nc1ccc(NC(=O)Nc2cc(C)cc(C)c2)cc1	11
Cc1ccc(NC(=O)CN2C(=O)CNC2=O)cc1	-17
Nc1ccc2nc3c(c(Cl)c2c1)CCCC3	19
S=C(NCCCN1CCOCC1)N1CCOCC1	-2

Continuation:
Molecule	S1P3 antag
CC(C)(C)OC(=O)NCCc1nnc(SCc2cccc(Cl)c2)o1	-8
N=C1SC(CC(=O)Nc2ccccc2[N+](=O)[O-])C(=O)N1c1ccccc1 (stereo unspecified)	9
COC(=O)/C=C(\Oc1ccccc1)C1(O)CCCCC1	12
O=[N+]([O-])c1cc(F)c2cccnc2c1O	-13
O=S(=O)(c1ccc(Br)s1)N1CCNCC1	-10
C/C(=N\NC(=O)CCn1nnc2ccccc21)c1ccco1	-12
CN(c1ccccc1)c1nc(N)c([N+](=O)[O-])c(NCc2ccccc2)n1	0
O=C(CCl)Nc1cccc(CP(=O)(c2ccccc2)c2ccccc2)c1	5
NS(=O)(=O)c1ccc2ccccc2c1	7
NC(=O)c1ccc(NC(=O)c2cnc3ccccc3n2)cc1	2
COc1ccc(C(=O)/C=C/Nc2ccc(S(N)(=O)=O)cc2)cc1OC	15
Fc1ccc(-c2nnc(Cc3ccc(Cl)cc3)o2)cc1	2

Next section
Molecule	S1P3 antag
C1CCc2c(nc3nnnn3c2NCC2CC2)C1	13
COC(=O)c1cccc(C(=O)N2CCCC(CNC(=O)c3ccccc3Cl)C2)c1 (stereo unspecified)	-13
CC(C)CC(=O)Nc1cccc(-c2nc3ccccc3[nH]2)c1	6
O=C(Nc1ccn([C@H]2CC[C@@H](CO)O2)c(=O)n1)c1ccccc1	0
COc1ccc(Cn2c(-c3ccco3)nc3c(c(=O)c4ccccc4n3C)c2=O)cc1	8
CCN(CC)S(=O)(=O)c1ccc(C(=O)/C=C/c2ccc(-c3ccc([N+](=O)[O-])cc3)o2)cc1	9
O=C(/C=C/C(=O)N1CCc2ccccc2C1)N1CCc2ccccc2C1	1
COc1ccc(OC(=O)c2c(C)nn(-c3ccccc3)c2C)cc1	3
Cc1cccc(-n2nnnc2SCC(=O)Nc2cccc(S(N)(=O)=O)c2)c1	-1
COC(=O)/C=C1/S/C(=N/N=C/c2ccco2)NC1=O	9
O=[N+]([O-])c1c(-c2cn[nH]c2)n[nH]c1-c1cn[nH]c1	0
O=C(NNC1=Nc2ccccc2SC1)c1ccc(Cl)cc1	2

Some of these compounds in order of their number in S1P3 antag, falling:
Molecule	S1P3 antag
C1CCc2c(nc3nnnn3c2NCC2CC2)C1	13
O=[N+]([O-])c1c(-c2cn[nH]c2)n[nH]c1-c1cn[nH]c1	0
Cc1cccc(-n2nnnc2SCC(=O)Nc2cccc(S(N)(=O)=O)c2)c1	-1

The listing continues.
Molecule	S1P3 antag
O=C(NC(=S)Nc1ccc(Br)cn1)c1cccnc1	-2
Cn1c(SCC(=O)Nc2ccc(Cl)cc2)nc(O)cc1=O	9
Cc1ccc(C)c(NS(=O)(=O)c2ccc3[nH]c(=O)[nH]c3c2)c1	13
Cc1ccc2nc(Nc3nc(C)cc(-c4ccccc4)n3)[nH]c(=O)c2c1	7
CCN(c1ccccc1)S(=O)(=O)c1ccc(Cl)c(NC(=O)CN2C(=O)NC3(CCCC3)C2=O)c1	-11
Oc1[nH]c2ccc(Br)cc2c1N=NC(=S)Nc1ccc(F)cc1	2
O=C(CSc1n[nH]c(=O)[nH]c1=O)c1ccc([N+](=O)[O-])cc1	-16
FC(F)(F)Oc1ccccc1-c1nnc(-c2cccc(C(F)(F)F)c2)o1	-3
CC(=O)c1cccc(Nc2c([N+](=O)[O-])c(=O)oc3ccccc23)c1	-3
CC1(C)CCc2cc(-c3ccn(S(=O)(=O)c4ccccc4Cl)n3)ccc2O1	0
FC(F)(F)COc1cc(-c2nnc(SCc3ccccc3)n2Cc2ccco2)cc(OCC(F)(F)F)n1	10
Nc1nc(SCC(=O)N2N=C(c3ccc(Cl)cc3)CC2c2ccco2)n[nH]1 (stereo unspecified)	-5

Additional records.
Molecule	S1P3 antag
Cc1cc(/C=C2\SC(=S)NC2=O)c(C)n1-c1cccc(O)c1	-13
Cc1cc(/C(N)=N/OC(=O)Nc2ccccc2)no1	-6
N#C/C(=N\Nc1ccc(Cl)c(Cl)c1)C(=O)C1CC1	9
O=c1cnnc(N/N=C/c2ccc3c(c2)OCO3)[nH]1	-2
CNC(=O)COC(=O)c1cccc(S(=O)(=O)N2CCN(c3ccc(F)cc3)CC2)c1	-4
Cc1ccc2c(c1)C1CN(C)CCC1N2C(=O)COc1ccccc1F (stereo unspecified)	-1
COc1ccccc1NC1=Nc2cccc3cccc1c23	5
COc1cc(/C=N/N=C(\N)c2nonc2N)cc(OC)c1O	6
CN(C1CCCCC1)S(=O)(=O)c1ccc(-c2ccccn2)s1	12
O=C(N/N=C/C(Cl)=C/c1ccc([N+](=O)[O-])cc1)C(=O)Nc1ccccc1C(=O)O	1
COc1ccc2nc(NC(=O)Cn3cnc4ccccc4c3=O)sc2c1	-6
COc1ccccc1-c1c(-c2ccc(O)cc2O)n[nH]c1C(F)(F)F	7

(listing goes on)
Molecule	S1P3 antag
Cc1nc(CS(=O)(=O)c2ccc(Cl)cc2)sc1C(=O)O	12
CSc1sc(-c2ccnc(SCCS(C)(=O)=O)n2)c(-c2ccccc2)c1C#N	-6
COc1ccc(CNC(=O)/C=C/C(=O)O)cc1	5
CCOC(=O)c1c(O)cc(C)[nH]c1=O	-16&1
COc1ccc(C2c3c(oc4ccc(F)cc4c3=O)C(=O)N2CCN2CCOCC2)cc1OC (stereo unspecified)	-16
Cc1cc(=S)nc(-c2ccccn2)[nH]1	2
O=C(NNC1=Nc2ccccc2SC1)c1ccc(F)cc1	-16
O=C1[C@@H]2[C@H]3CC[C@H](C3)[C@@H]2C(=O)N1O	2
O=C(Nc1ncc(S(=O)(=O)c2ccc([N+](=O)[O-])cc2)s1)c1ccccc1F	-7
O=C(Nc1csnn1)c1csnn1	1
CCOC(=O)/C(=C/c1cn(C)c2ccccc12)NC(=O)c1ccccc1	4
CCSc1nnc(NC(=O)CSc2nc3c(c(=O)n2CCOC)SC(C)C3)s1 (stereo unspecified)	-4

Later entries.
Molecule	S1P3 antag
O=C(Nc1ccc(F)cc1)OCCOc1ccc([N+](=O)[O-])cc1	3
COc1ccc2[nH]c(=O)c(CN(C(=O)c3cccnc3)c3ccc(C)c(C)c3)cc2c1	-9
CCOc1ccc(N=C2NC(=O)SC2CC(=O)OC)cc1 (stereo unspecified)	-9
CCCCNC(=O)OCCSCCS(=O)(=O)c1ccc(Cl)cc1	-3
COc1cccc2c1C(CO)N1C(C#N)C3CC(C(=O)O)C(C1C2)N3C (stereo unspecified)	27
O=C(Nc1ccc(Br)c2ccccc12)c1ccc2ccccc2c1O	5
Nc1ccc(Cl)c[n+]1Cc1cccc2cccnc12	-5
CCOC(=O)C(=Cc1ccc(Br)cc1)C(=O)OCC	-26
C(=Nc1ccc(N2CCOCC2)cc1)c1c[nH]c2ccccc12	-9
CSc1sc(C(=O)NN)c2c1C1(CCC2)SCCS1	-3
COc1cc2nc(CN3CCN(C(c4ccccc4)c4ccccc4)CC3)[nH]c(=O)c2cc1OC	2
Cc1cc(O)c(-c2cc(C(=O)Nc3cccnc3)[nH]n2)cc1C	8

(next part)
Molecule	S1P3 antag
Cc1sc2nc(SCc3ccc(C(=O)O)cc3)n(Cc3ccco3)c(=O)c2c1C	-2
CCOC(=O)COc1nc(-c2ccco2)cc(-c2ccco2)c1C#N	4
C=CCn1c(=O)[nH]c2nc3cc(N=CN(C)C)c(C)cc3nc2c1=O	9
CC1CC(NC2=NCCS2)CC(C)(C)C1 (stereo unspecified)	6
Nn1c(SCc2cccc(Cl)c2)nnc1-c1ccncc1	-6
CC(C)CCC1(CCNC(C)c2cccs2)CCOC(C)(C)C1 (stereo unspecified)	14
O=C(NC1CCCC1)c1cc2nc(-c3ccccc3)cc(-c3ccccc3)n2n1	-5
NC(=O)C1CCN(C(=O)/C=C/c2ccccc2[N+](=O)[O-])CC1	5
C=CCCCCCCCCc1nc(SCC(C)=O)n[nH]1	8
O=C(C1CCCCC1)N1CCN(c2ccnc3cc(Cl)ccc23)CC1	21
O=C1CC(c2ccccc2)CC(=O)N1c1ccccc1	-4

Six entries already listed, ordered by molar mass, highest first:
Molecule	S1P3 antag
O=C(NC1CCCC1)c1cc2nc(-c3ccccc3)cc(-c3ccccc3)n2n1	-5
O=C(NCc1cccnc1)c1cc(-c2ccc(Cl)cc2)oc1C(F)(F)F	12
CCN(CC)c1ccc(/C=N/NC(=O)c2ccc3nc[nH]c3c2)c(O)c1	20
C=CCn1c(=O)[nH]c2nc3cc(N=CN(C)C)c(C)cc3nc2c1=O	9
Cc1cc(O)c(-c2cc(C(=O)Nc3cccnc3)[nH]n2)cc1C	8
COc1ccc(C(=O)NCc2ccc3c(c2)CCO3)cc1	9

Assay outcomes as filed in PubChem BioAssay.

An excerpt (hit frequency here may not be typical).
